LEDGF integ inh – blocks HIV-1 LEDGF/p75-dependent DNA integration | 370,000 tested, 0.64% active | TR-FRET IN-LEDGF/p75 DNA integration, Eu/Cy5 | AID 743269 | inhibition, % at 3.7 µM;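 active = inhibition above the screen-wide mean plus 3 SD, cut at about 13% in these data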;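 also: signal is the Cy5 over europium emission ratio at 671 and 618 nm; 0% = plate median of compound wells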
GC-B act – GC-B (human) receptor activation; P20594; HEK293-GC-B cells, CNP EC30, cGMP TR-FRET; 0% at EC30 CNP, 100% saturating CNP; activation, % at 10 µM; 370,000 tested, 0.11% active; AID 1920062;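 active = activation at 10 µM reaching about 35% in either raw or pattern-adjusted values, limit read from the data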
rCAG RNA binder – r(CAG) repeat RNA binding; TO-PRO-1 dye displacement fluorescence; inhibition, % at 3 µM; 370,000 tested, 1.3% active;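 active = inhibition above the plate cutoff, the mean of all test compounds on that plate plus 3 SD, cut at about 35% in these data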;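 also: 0% = DMSO alone and 100% = 100 µM mitoxantrone as full dye displacement; higher means more dye released from RNA so lower well fluorescence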
PRMT1 FP inh – inhibitors of human PRMT1; 370,000 tested, 1.3% active; Q99873; inhibition, % at 2.79 µM; AID 652257; recombinant PRMT1, activity-based probe fluorescence polarization;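 active = inhibition above about 21% made by adding two undisclosed values, limit read from the data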
mABHD4 FP – ABHD4 (mouse) inhibition, primary FP screen; inhibition, % at 8.92 µM; 370,000 tested, 0.54% active; AID 720543; purified mABHD4, FP-Rh probe fluorescence polarization;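 active = inhibition exceeding the mean over every tested compound plus 3 SD, cut at about 30% in these data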;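 also: 0% = plate median of compound wells and 100% = S159A mutant with DMSO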
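Assay system: Wild-type mouse ABHD4 protein | Medium: HEPES pH 7.0 buffer, 150 mM NaCl, 0.01% Pluronic F-127 | Incubation: Enzyme–compound pre-incubation 45 min, then probe 60 min, both 25 °C | Technique: Fluorescence polarization with parallel and perpendicular emission, 525/598 nm | Evaluation: % inhibition of FP-Rh probe binding versus controls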
TCR-CD3 inh – inhibitors of human TCR-CD3 interaction | inhibition, % at 9.4 µM | AID 651800 | 360,000 tested, 0.37% active | TAMRA-labeled TCR probe fluorescence, biochemical; in the data active = inhibition above about 19%;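 also: recombinant mutant TCR 2C K166C tagged with TAMRA read by polarization; 0% = receptor in buffer alone and 100% = receptor with positive control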
TDP2 absorb – blocks human TDP2 phosphodiesterase activity; O95551; recombinant TDP2, T5PNP hydrolysis, p-nitrophenol absorbance 415 nm; inhibition, % at 12.8 µM; 370,000 tested, 0.34% active;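 active = inhibition above the mean of all tested compounds plus 3 SD, set per campaign, cut at about 25% in these data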;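 also: 0% = DMSO with enzyme and 100% = buffer with substrate but no TDP2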
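Incubation: 2 h at 37 °C; Test system: recombinant human TDP2; Quantity: enzyme 120 nM; Read-out basis: percent inhibition; Medium: 50 mM Tris-HCl pH 7.5 with Mg2+, KCl, DTT, BSA; Repeats: single replicate; Compound: 12.8 µM single point, 1% DMSO; Signal: epi absorbance; Reagent: 5 mM T5PNP chromogenic substrate; Benchmarks: no-enzyme high, DMSO-plus-enzyme low.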
SIAE primary – human SIAE inhibition, primary screen; inhibition, % at 9.66 µM; AID 1053197; 370,000 tested, 0.69% active; SIAE FP-Rh probe binding, fluorescence polarization; Q9HAT2;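 active = inhibition above a cutoff: mean of compounds within the control limits plus 3 SD of those, cut at about 17% in these data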;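 also: 0% = plate median of compound wells and 100% = probe without SIAE protein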
MBD2 inh – MBD2-methylated oligo binding inhibition; Q9UBB5; TR-FRET, MBD2 binding to methylated oligonucleotide; inhibition, % at 4.4 µM; 370,000 tested, 0.31% active; AID 686964; in the data active = inhibition above about 13%
Target sequence (Q9UBB5 whole entry, looked up): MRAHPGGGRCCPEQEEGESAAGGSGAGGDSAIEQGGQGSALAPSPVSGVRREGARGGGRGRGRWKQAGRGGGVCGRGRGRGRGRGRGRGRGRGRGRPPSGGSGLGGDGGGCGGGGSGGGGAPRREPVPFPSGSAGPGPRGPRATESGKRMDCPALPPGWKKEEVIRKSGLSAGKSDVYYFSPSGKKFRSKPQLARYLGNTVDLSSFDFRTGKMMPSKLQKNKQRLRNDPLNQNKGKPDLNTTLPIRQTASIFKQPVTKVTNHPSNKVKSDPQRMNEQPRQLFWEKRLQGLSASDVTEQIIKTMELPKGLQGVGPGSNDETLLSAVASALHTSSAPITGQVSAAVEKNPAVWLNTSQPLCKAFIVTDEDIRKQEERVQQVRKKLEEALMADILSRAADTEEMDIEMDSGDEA
HTRA1 inhibitor – blocks human HTRA1 serine peptidase | recombinant HTRA1, FP-rhodamine activity-based probe, fluorescence polarization | inhibition, % at 5.96 µM | 340,000 tested, 0.5% active | AID 504803; in the data active = inhibition above about 36%;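 also: 0% = enzyme with DMSO and 100% = wells lacking enzyme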
Target sequence (Q92743 whole entry, looked up): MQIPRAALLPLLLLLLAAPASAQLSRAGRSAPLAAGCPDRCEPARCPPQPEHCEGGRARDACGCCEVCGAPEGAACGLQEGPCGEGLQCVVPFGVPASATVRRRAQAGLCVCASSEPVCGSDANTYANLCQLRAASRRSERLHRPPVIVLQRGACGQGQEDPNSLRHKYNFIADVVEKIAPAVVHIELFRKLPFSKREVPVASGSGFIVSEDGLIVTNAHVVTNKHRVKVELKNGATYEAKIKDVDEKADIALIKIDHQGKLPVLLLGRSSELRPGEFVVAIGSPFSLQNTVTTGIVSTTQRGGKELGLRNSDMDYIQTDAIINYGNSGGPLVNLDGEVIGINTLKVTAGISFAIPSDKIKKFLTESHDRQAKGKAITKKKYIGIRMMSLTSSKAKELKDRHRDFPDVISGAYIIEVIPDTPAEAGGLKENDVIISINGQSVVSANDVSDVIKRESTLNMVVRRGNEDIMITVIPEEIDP
* = called active by the depositor. Only part of the results is shown; count on the stated rates, not on these rows.

`O=C(Nc1ccc2nc(-c3cccnc3)[nH]c2c1)C12CC3CC(CC(C3)C1)C2` gave LEDGF integ inh 3, GC-B act 2, rCAG RNA binder 3, PRMT1 FP inh 0, mABHD4 FP -4, TCR-CD3 inh -8, TDP2 absorb 8, SIAE primary -1, MBD2 inh -3 and HTRA1 inhibitor -15.
For Cc1noc(C)c1S(=O)(=O)Nc1ccc2c(c1)CC(=O)N([C@H](C)CO)C[C@H](C)[C@@H](CN(C)CC1CC1)O2 the results were LEDGF integ inh 2, GC-B act -1, rCAG RNA binder 3, PRMT1 FP inh -1, mABHD4 FP -5, TCR-CD3 inh -6, TDP2 absorb -1, SIAE primary 0, MBD2 inh 2 and HTRA1 inhibitor -3.
`Cc1ccc(C)c(Cn2c3ccccc3c3cnn(CC(=O)NCCCN4CCCCC4)c(=O)c32)c1` gave LEDGF integ inh 0, GC-B act -12, rCAG RNA binder 10, PRMT1 FP inh -3, mABHD4 FP 5, TCR-CD3 inh 12, TDP2 absorb -5, SIAE primary 1, MBD2 inh -1 and HTRA1 inhibitor -8.
Screening O=C1c2ccccc2-c2c1cccc2C(=O)N1CCCCC1 returned LEDGF integ inh -1, GC-B act 14, rCAG RNA binder 0, PRMT1 FP inh 2, mABHD4 FP -1, TCR-CD3 inh -14, TDP2 absorb -1, SIAE primary -3, MBD2 inh 3 and HTRA1 inhibitor 5.
`COCCOC(=O)C1=C(C)NC(=O)NC1c1cccc2ccccc12` (centres undefined) gave LEDGF integ inh -1, GC-B act 1, rCAG RNA binder 0, PRMT1 FP inh -3, mABHD4 FP 4, TCR-CD3 inh -1, TDP2 absorb -8, SIAE primary -3, MBD2 inh 1 and HTRA1 inhibitor 2.
`O=C(Nc1ccccc1)c1cccc(S(=O)(=O)NC2CCCC2)c1` gave LEDGF integ inh -5, GC-B act 2, rCAG RNA binder -2, PRMT1 FP inh 1, mABHD4 FP -6, TCR-CD3 inh 0, TDP2 absorb 0, SIAE primary -1, MBD2 inh -2 and HTRA1 inhibitor -14.
COc1ccc(Cl)cc1NC(=O)c1cc(-c2cc(C)ccc2O)n[nH]1 was read as LEDGF integ inh -6, GC-B act 2, rCAG RNA binder 10, PRMT1 FP inh 0, mABHD4 FP -5, TCR-CD3 inh -8, TDP2 absorb -5, SIAE primary -7, MBD2 inh -2 and HTRA1 inhibitor -13.
COC(=O)c1c(NC(=S)Nc2cc(OC)c(Cl)cc2OC)sc2c1CCCCC2 was read as LEDGF integ inh -2, GC-B act 0, rCAG RNA binder 20, PRMT1 FP inh 4, mABHD4 FP -7, TCR-CD3 inh -1, TDP2 absorb -1, SIAE primary 7, MBD2 inh 0 and HTRA1 inhibitor 3.
`CCOC(=O)CNC(=O)C(Cc1ccccc1)NS(=O)(=O)c1ccc2c(c1)CCC(=O)N2` (centres undefined) gave LEDGF integ inh 6, GC-B act 7, rCAG RNA binder 3, PRMT1 FP inh 0, mABHD4 FP 4, TCR-CD3 inh -7, TDP2 absorb -4, SIAE primary 6, MBD2 inh 5 and HTRA1 inhibitor -3.
`COC(=O)c1ccc2c(c1)NC(=O)c1ccccc1S2` gave LEDGF integ inh -4, GC-B act -3, rCAG RNA binder -1, PRMT1 FP inh 2, mABHD4 FP -5, TCR-CD3 inh 1, TDP2 absorb -3, SIAE primary -5, MBD2 inh 6 and HTRA1 inhibitor -4.
O=C(NCc1ccncc1)C(=O)NCC1OCCN1S(=O)(=O)c1cc(F)ccc1F (centres undefined) was read as LEDGF integ inh 2, GC-B act -3, rCAG RNA binder 5, PRMT1 FP inh 1, mABHD4 FP -5, TCR-CD3 inh 1, TDP2 absorb 1, SIAE primary 3, MBD2 inh 3 and HTRA1 inhibitor -2.
`O=C(CCc1c[nH]c2ccccc12)NCC1COc2ccccc2O1` (centres undefined) gave LEDGF integ inh 2, GC-B act 2, rCAG RNA binder -2, PRMT1 FP inh 0, mABHD4 FP 6, TCR-CD3 inh 6, TDP2 absorb -5, SIAE primary 9, MBD2 inh 0 and HTRA1 inhibitor -5.
`Cc1cc(C)cc(N2C(=O)CSC2c2ccccn2)c1` (centres undefined) gave LEDGF integ inh -2, GC-B act -2, rCAG RNA binder -4, PRMT1 FP inh 4, mABHD4 FP -3, TCR-CD3 inh -3, TDP2 absorb 3, SIAE primary 7, MBD2 inh 6 and HTRA1 inhibitor 10.
Screening O=C(COC(=O)C1CC2C=CC1C2)Nc1cccc(S(=O)(=O)N2CCCCC2)c1 (centres undefined) returned LEDGF integ inh -2, GC-B act -1, rCAG RNA binder -1, PRMT1 FP inh 2, mABHD4 FP -4, TCR-CD3 inh 3, TDP2 absorb 3, SIAE primary -3, MBD2 inh -2 and HTRA1 inhibitor -14.
`O=C(Nc1ccc(C(=O)O)cc1)/C(=C\c1ccco1)NC(=O)c1ccccc1Cl` gave LEDGF integ inh 17*, GC-B act 0, rCAG RNA binder 43*, PRMT1 FP inh 12, mABHD4 FP 7, TCR-CD3 inh 5, TDP2 absorb -2, SIAE primary 1, MBD2 inh -6 and HTRA1 inhibitor 4.

Quoted from above (2 entries):
COC(=O)c1c(NC(=S)Nc2cc(OC)c(Cl)cc2OC)sc2c1CCCCC2 was read as LEDGF integ inh -2, GC-B act 0, rCAG RNA binder 20, PRMT1 FP inh 4, mABHD4 FP -7, TCR-CD3 inh -1, TDP2 absorb -1, SIAE primary 7, MBD2 inh 0 and HTRA1 inhibitor 3.
`CCOC(=O)CNC(=O)C(Cc1ccccc1)NS(=O)(=O)c1ccc2c(c1)CCC(=O)N2` (centres undefined) gave LEDGF integ inh 6, GC-B act 7, rCAG RNA binder 3, PRMT1 FP inh 0, mABHD4 FP 4, TCR-CD3 inh -7, TDP2 absorb -4, SIAE primary 6, MBD2 inh 5 and HTRA1 inhibitor -3.

More structures
O=C(Nc1nc(-c2ccncc2)cs1)C1COc2ccccc2O1 (centres undefined) was read as LEDGF integ inh -1, GC-B act 4, rCAG RNA binder 2, PRMT1 FP inh 16, mABHD4 FP 3, TCR-CD3 inh -1, TDP2 absorb 1, SIAE primary -2, MBD2 inh 1 and HTRA1 inhibitor -7.
`O=C(CSc1ccccn1)N/N=C/c1c[nH]c2ccccc12` gave LEDGF integ inh -4, GC-B act 3, rCAG RNA binder 4, PRMT1 FP inh 1, mABHD4 FP -6, TCR-CD3 inh 0, TDP2 absorb -17, SIAE primary -2, MBD2 inh -4 and HTRA1 inhibitor -1.
`CCc1cc(-c2n[nH]c(=S)n2N)n(C)n1` gave LEDGF integ inh -1, GC-B act 2, rCAG RNA binder -1, PRMT1 FP inh -2, mABHD4 FP 9, TCR-CD3 inh -1, TDP2 absorb 7, SIAE primary 11, MBD2 inh 0 and HTRA1 inhibitor 1.
Screening C=CCNC(=O)/C(C#N)=C/c1ccc(C(=O)O)cc1 returned LEDGF integ inh -6, GC-B act 2, rCAG RNA binder -3, PRMT1 FP inh 5, mABHD4 FP 4, TCR-CD3 inh -4, TDP2 absorb 6, SIAE primary 8, MBD2 inh 2 and HTRA1 inhibitor 0.
For COc1ccc2c(c1)NC(C)(C)C=C2C the results were LEDGF integ inh 3, GC-B act 2, rCAG RNA binder 12, PRMT1 FP inh 4, mABHD4 FP 14, TCR-CD3 inh 4, TDP2 absorb -7, SIAE primary 11, MBD2 inh -3 and HTRA1 inhibitor 46*.
`O=c1cc(-c2ccccc2)c2c(O)cc(O)cc2o1` gave LEDGF integ inh -1, GC-B act 3, rCAG RNA binder 2, PRMT1 FP inh 1, mABHD4 FP 0, TCR-CD3 inh -3, TDP2 absorb 3, SIAE primary 10, MBD2 inh -6 and HTRA1 inhibitor -1.
`CC1(C)CC(=O)C2=C(C1)N(c1ccc(F)cc1)C(=O)CC2c1ccsc1` (centres undefined) gave LEDGF integ inh -5, GC-B act -12, rCAG RNA binder -5, PRMT1 FP inh 9, mABHD4 FP -10, TCR-CD3 inh -15, TDP2 absorb -10, SIAE primary -7, MBD2 inh 7 and HTRA1 inhibitor 1.
`CCc1nc(NCCO)c(C#N)c2c1CSC(C)(C)C2` gave LEDGF integ inh 1, GC-B act -1, rCAG RNA binder 0, PRMT1 FP inh 0, mABHD4 FP -7, TCR-CD3 inh -5, TDP2 absorb 0, SIAE primary 0, MBD2 inh -2 and HTRA1 inhibitor 2.
Screening O=C(OC(c1ccccc1)c1nccc2ccccc12)c1ccccc1 (centres undefined) returned LEDGF integ inh 2, GC-B act -8, rCAG RNA binder 1, PRMT1 FP inh -4, mABHD4 FP -24, TCR-CD3 inh 1, TDP2 absorb 0, SIAE primary 0, MBD2 inh -5 and HTRA1 inhibitor -30.
Cc1ccc(NC(=O)COC(=O)COc2ccc3ccc(=O)oc3c2)cc1[N+](=O)[O-] was read as LEDGF integ inh 0, GC-B act -2, rCAG RNA binder 3, PRMT1 FP inh 2, mABHD4 FP -6, TCR-CD3 inh 2, TDP2 absorb -4, SIAE primary -2, MBD2 inh -2 and HTRA1 inhibitor 7.
CCOC(=O)/C(C#N)=N/Nc1ccc(S(=O)(=O)N2CCc3ccccc32)cc1 was read as LEDGF integ inh 4, GC-B act 1, rCAG RNA binder 40*, PRMT1 FP inh 4, mABHD4 FP -12, TCR-CD3 inh 4, TDP2 absorb -3, SIAE primary 1, MBD2 inh -1 and HTRA1 inhibitor -22.
Screening C#CCNC(=O)C[C@@H]1C[C@@]2(C(=O)OCC)CCCC=C2N(CCCCCCCC)C1=O returned LEDGF integ inh -1, GC-B act 7, rCAG RNA binder 0, PRMT1 FP inh 5, mABHD4 FP -5, TCR-CD3 inh 4, TDP2 absorb -11, SIAE primary 4 and MBD2 inh -3.
`Cc1ccc(S(=O)(=O)CCC(=O)OCC(=O)NC(C)c2ccccc2)cc1` (centres undefined) gave LEDGF integ inh -1, GC-B act -1, rCAG RNA binder 2, PRMT1 FP inh -1, mABHD4 FP -1, TCR-CD3 inh 0, TDP2 absorb 6, SIAE primary 0, MBD2 inh 0 and HTRA1 inhibitor 4.
For CC1=C(C(=O)N(C)C)CC(CC(=O)NCc2cccc3ccccc23)C(=O)N1CCCN1CCCC1=O (centres undefined) the results were LEDGF integ inh -4, GC-B act 6, rCAG RNA binder 2, PRMT1 FP inh 9, mABHD4 FP -8, TCR-CD3 inh -4, TDP2 absorb -3, SIAE primary 2, MBD2 inh 8 and HTRA1 inhibitor 0.
Screening COc1ccc(NC(=O)/C=C/c2ccccc2[N+](=O)[O-])c(OC)c1 returned LEDGF integ inh -1, GC-B act -2, rCAG RNA binder 6, PRMT1 FP inh 2, mABHD4 FP 10, TCR-CD3 inh 0, TDP2 absorb 0, SIAE primary 9, MBD2 inh -3 and HTRA1 inhibitor 13.
For Cc1cc(C(=O)N2CCN(Cc3ccc4c(c3)OCO4)CC2)on1 the results were LEDGF integ inh -4, GC-B act -1, rCAG RNA binder 0, PRMT1 FP inh -4, mABHD4 FP -3, TCR-CD3 inh 2, TDP2 absorb -7, SIAE primary 2, MBD2 inh -1 and HTRA1 inhibitor 3.
`COCCn1ccc(O)c(Cc2ccccc2)c1=O` gave LEDGF integ inh 2, GC-B act -1, rCAG RNA binder 3, PRMT1 FP inh -2, mABHD4 FP -4, TCR-CD3 inh -2, TDP2 absorb 7, SIAE primary 0, MBD2 inh -3 and HTRA1 inhibitor -3.
